NFkB binder: NF-kappa-B p105 (human) binding | P19838 | Small molecule microarray, anti-His fluorescence binding | calls only | 1.3% of 17,000 active | AID 624139;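 active = spot fluorescence over background significantly raised, with a chance value under 7% in all four replicate spots of the compound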;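 also: probe protein is his-tagged human p50 processed subunit at 1 µg/ml; raw spot fluorescence signals with no normalization applied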
Target sequence (P19838 1-433 limits assumed): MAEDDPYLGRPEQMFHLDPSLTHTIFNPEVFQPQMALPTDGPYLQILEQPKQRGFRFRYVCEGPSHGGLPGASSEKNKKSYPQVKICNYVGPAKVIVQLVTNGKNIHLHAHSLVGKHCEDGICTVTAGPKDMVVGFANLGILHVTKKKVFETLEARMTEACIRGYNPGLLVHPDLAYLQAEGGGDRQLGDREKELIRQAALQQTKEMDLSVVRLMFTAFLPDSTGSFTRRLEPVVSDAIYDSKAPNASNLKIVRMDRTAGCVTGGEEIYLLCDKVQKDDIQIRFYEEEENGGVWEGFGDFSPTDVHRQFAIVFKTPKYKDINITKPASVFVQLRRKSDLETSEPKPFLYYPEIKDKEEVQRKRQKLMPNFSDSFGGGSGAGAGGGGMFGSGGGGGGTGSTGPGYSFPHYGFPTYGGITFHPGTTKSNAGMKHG
Calls only; i = inactive; + = active, no number.

#	Molecule	NFkB binder
1	CCC(=O)[C@@]1(C)[C@H](C)C[C@H]2[C@@H]3CCC4=CC(=O)C=C[C@]4(C)[C@H]3[C@@H](O)C[C@@]21C	i
2	COc1ccc(C#Cc2cnc3c(c2)C(=O)N([C@H](C)CO)C[C@H](C)[C@H](CN(C)S(=O)(=O)c2cccs2)O3)cc1OC	i
3	C[C@@H]1CN([C@H](C)CO)C(=O)c2cccc(NS(=O)(=O)c3cn(C)cn3)c2O[C@H]1CN(C)C(=O)Nc1cccc2ccccc12	i
4	COC(=O)c1cn(CC(=O)N2CCC3(CC2)C(=O)NCN3c2ccccc2)nn1	i
5	C[C@H](CO)N1C[C@H](C)[C@H](CN(C)S(C)(=O)=O)Oc2ccc(NS(=O)(=O)c3cccs3)cc2C1=O	i
6	C[C@@H]1CN([C@@H](C)CO)C(=O)c2cc(NC(=O)Nc3cccc4ccccc34)ccc2O[C@@H](C)CCCCO[C@@H]1CN(C)CC1CCCCC1	+
7	O=C(Oc1ccc2ccccc2c1)c1ccccc1S(=O)(=O)c1ccccc1[N+](=O)[O-]	i
8	Cc1noc(C)c1NC(=O)Nc1ccc2c(c1)C(=O)N([C@H](C)CO)C[C@H](C)[C@@H](CN(C)C)OCCCC[C@@H](C)O2	i
9	COc1ccc([Si](C)(C)[C@@H]2[C@@H](CCn3cc(CCO)nn3)O[C@]3(C(=O)N(Cc4ccc(N5CCOC5=O)cc4)c4ccccc43)[C@H]2C)cc1	i
10	C[C@H](CO)N1C[C@H](C)[C@H](CN(C)C(=O)Nc2ccccc2)OCCCC[C@H](C)Oc2ccc(NC(=O)Cc3ccccc3)cc2C1=O	i
11	CCO[C@@H]1OC(C(=O)N2CCN(Cc3ccccc3)CC2)=C[C@H](c2ccc3c(c2)OCO3)[C@H]1CCCO	i
12	C[C@@H]1CN([C@@H](C)CO)C(=O)c2cc(NC(=O)NC3CCCCC3)ccc2O[C@@H]1CN(C)Cc1ccc2c(c1)OCO2	i
13	C[C@H]1CN([C@@H](C)CO)C(=O)c2cccc(NC(=O)c3ccncc3)c2O[C@H]1CN(C)Cc1ccc(Oc2ccccc2)cc1	i
14	COc1ccc(S(=O)(=O)N(C)C[C@H]2Oc3c(NC(=O)c4cnccn4)cccc3C(=O)N([C@H](C)CO)C[C@@H]2C)cc1	i
15	C[C@H](CO)N1C[C@H](C)[C@@H](CN(C)C(=O)CCC(F)(F)F)OCCCC[C@H](C)Oc2ccc(NS(=O)(=O)c3ccccc3)cc2C1=O	i
16	Oc1cc2c(c(Cl)c1O)CCNC[C@@H]2c1ccccc1	i
17	CN(C)c1ccc(NC(=O)CSc2nc3c(c(C(F)(F)F)c2C#N)CCCCCC3)cc1	i
18	COc1ccc(CN(C)C[C@H]2Oc3ccc(NC(=O)Nc4ccc(OC)cc4)cc3CC(=O)N([C@@H](C)CO)C[C@H]2C)cc1	i
19	O=c1cc(-c2ccc(O)cc2)oc2c(C3OCC(O)C(O)C3O)c(O)c(C3OC(CO)C(O)C(O)C3O)c(O)c12 (centres undefined)	i
20	COc1ccc(OCC(=O)Nc2ccc(NC(=O)c3ccccc3Cl)c(OC)c2)cc1	i
21	C[C@@H]1CN([C@@H](C)CO)C(=O)Cc2cc(NC(=O)Nc3ccc4c(c3)OCO4)ccc2O[C@@H]1CN(C)C(=O)Nc1cccc2ccccc12	i
22	C[C@@H]1CN([C@H](C)CO)C(=O)c2cc(NS(C)(=O)=O)ccc2O[C@@H](C)CCCCO[C@H]1CN(C)C(=O)Nc1ccc2c(c1)OCO2	i
23	C[C@@H]1CN([C@@H](C)CO)C(=O)c2cccc(NC(=O)Nc3ccc(C(F)(F)F)cc3)c2O[C@H]1CN(C)C(=O)NC1CCCCC1	i
24	Cc1noc(C)c1NC(=O)N(C)C[C@@H]1Oc2ccc(NC(=O)CCCN(C)C)cc2C(=O)N([C@H](C)CO)C[C@H]1C	i
25	C[C@H]1CN([C@@H](C)CO)C(=O)c2cc(NC(=O)Nc3ccc4c(c3)OCO4)ccc2O[C@H]1CN(C)CC1CCCCC1	i
26	C[C@@H]1CN([C@@H](C)CO)C(=O)c2cc(NS(=O)(=O)c3ccc(Cl)cc3)ccc2O[C@H]1CN(C)Cc1ccc(Cl)c(Cl)c1	i
27	C[C@@H]1CN([C@@H](C)CO)C(=O)c2cc(N(C)C)ccc2O[C@@H](C)CCCCO[C@@H]1CN(C)C(=O)Nc1cccc2ccccc12	i
28	C[C@@H]1CN([C@H](C)CO)C(=O)c2cccc(NC(=O)c3ccncc3)c2O[C@H]1CN(C)Cc1ccncc1	i
29	C[C@@H]1CN([C@@H](C)CO)C(=O)c2cccc(NS(C)(=O)=O)c2O[C@@H]1CN(C)C	i
30	COc1ccc(-c2cc(=O)c3cc(OCC(=O)Nc4ccc(C)cc4C)ccc3o2)cc1	i

Some of the entries so far, field by field:
(15) C[C@H](CO)N1C[C@H](C)[C@@H](CN(C)C(=O)CCC(F)(F)F)OCCCC[C@H](C)Oc2ccc(NS(=O)(=O)c3ccccc3)cc2C1=O
  NFkB binder: i
(16) Oc1cc2c(c(Cl)c1O)CCNC[C@@H]2c1ccccc1
  NFkB binder: i

(continued)
#	Molecule	NFkB binder
31	O=C(NCc1nc2ccccc2[nH]1)C1=C[C@H](c2ccc3c(c2)OCO3)C[C@H](OCc2ccc(CO)cc2)O1	i
32	Cc1cccnc1NCC(O)COc1ccccc1 (centres undefined)	i
33	C[C@H](CO)N1C[C@H](C)[C@H](CN(C)C(=O)Nc2cccc3ccccc23)Oc2c(NS(=O)(=O)c3cn(C)cn3)cccc2C1=O	i
34	CCC(C)N1CCC2(CC1)N=c1c(c3c4c5c(C)c(O)c3c(O)c1=NC(=O)/C(C)=C\C=C[C@H](C)[C@H](O)[C@@H](C)[C@@H](O)[C@@H](C)[C@H](OC(C)=O)[C@H](C)[C@@H](OC)/C=C\O[C@@](C)(O5)C4=O)N2 (some centres undefined)	i
35	CC(C(=O)Nc1sc2c(c1C#N)CCC2)n1cc([N+](=O)[O-])cn1 (centres undefined)	i
36	C[C@@H]1CCCCO[C@@H](CN(C)C(=O)Nc2cccc3ccccc23)[C@H](C)CN([C@@H](C)CO)C(=O)c2cc(NS(=O)(=O)c3cccs3)ccc2O1	i
37	C[C@H]1CN([C@@H](C)CO)C(=O)c2cc(N(C)C)ccc2O[C@@H]1CN(C)C	i
38	C[C@H]1CN([C@@H](C)CO)C(=O)c2cc(NC(=O)Cc3cn(C)c4ccccc34)ccc2O[C@@H]1CN(C)C(=O)Nc1ccccc1	i
39	C[C@@H]1CN([C@H](C)CO)C(=O)Cc2cc(NS(=O)(=O)c3ccccc3)ccc2O[C@H]1CN(C)S(=O)(=O)c1cccs1	i
40	[N-]=[N+]=Nc1ccccc1C[C@]1(C(=O)NCCN2CCOCC2)N=C(c2ccc(OCCCO)cc2)O[C@H]1c1ccccc1	i
41	Cc1noc(C)c1NC(=O)N(C)C[C@@H]1Oc2c(NC(=O)c3cnccn3)cccc2C(=O)N([C@@H](C)CO)C[C@@H]1C	i
42	C[C@H]1CN([C@@H](C)CO)C(=O)Cc2cc(NC(=O)Nc3ccccc3)ccc2O[C@H]1CN(C)Cc1ccncc1	i
43	N#Cc1c(NC(=O)CSc2ncn(-c3ccccc3)n2)sc2c1CCCC2	i
44	C[C@H](CO)N1C[C@H](C)[C@H](CN(C)C(=O)Nc2ccc3c(c2)OCO3)Oc2ccc(NS(=O)(=O)c3cn(C)cn3)cc2C1=O	i
45	C[C@H](CO)N1C[C@H](C)[C@H](CN(C)C(=O)NC2CCCCC2)Oc2ccc(N(C)C)cc2C1=O	i
46	Cc1noc(C)c1NC(=O)Nc1cccc2c1O[C@@H](CN(C)Cc1ccc(C(=O)O)cc1)[C@@H](C)CN([C@H](C)CO)C2=O	i
47	CC1CCc2c(sc3ncnc(NCc4ccco4)c23)C1 (centres undefined)	i
48	C[C@H](CO)N1C[C@H](C)[C@H](CN(C)S(=O)(=O)c2ccc(F)cc2)Oc2ccc(NC(=O)C3CC3)cc2CC1=O	i
49	O=C1CC(C(=O)Nc2cccc(C(=O)O)c2)C(c2ccccc2)O1 (centres undefined)	i
50	C[C@@H]1CCCCO[C@H](CN(C)C)[C@H](C)CN([C@@H](C)CO)C(=O)c2cc(NC(=O)c3ccccc3)ccc2O1	i
51	C[C@H](CO)N1C[C@H](C)[C@H](CN(C)C(=O)NC2CCCCC2)Oc2ccc(NC(=O)Nc3ccc(F)cc3)cc2C1=O	i
52	C[C@H](CO)N1C[C@H](C)[C@@H](CN(C)Cc2ccc(Cl)c(Cl)c2)Oc2ccc(NC(=O)Cc3cn(C)c4ccccc34)cc2C1=O	i
53	C[C@@H]1CN([C@H](C)CO)C(=O)Cc2cc(NC(=O)NC3CCCCC3)ccc2O[C@@H]1CN(C)S(=O)(=O)c1cn(C)cn1	i
54	COC(=O)c1cc(O)cc(OC)c1Oc1cc(C)cc(O)c1C(=O)O	i
55	Clc1ccc(COc2ccccc2CNc2ncn[nH]2)c(Cl)c1	i
56	C[C@@H]1CN([C@@H](C)CO)C(=O)c2cccc(NC(=O)c3ccc(-c4nccs4)cc3)c2O[C@H]1CN(C)S(=O)(=O)c1cccs1	i
57	C[C@@H]1CCCCO[C@H](CN(C)C(=O)Cc2ccccc2)[C@H](C)CN([C@@H](C)CO)C(=O)c2cc(NS(C)(=O)=O)ccc2O1	i
58	COc1cc2nc(CCN3C(=O)c4ccccc4C3=O)oc(=O)c2cc1OC	i
59	C[C@@H]1CN([C@H](C)CO)C(=O)Cc2cc(NC(=O)Cc3ccccc3)ccc2O[C@@H]1CN(C)C(=O)Nc1ccccc1	i
60	C[C@@H]1CN([C@@H](C)CO)C(=O)c2cccc(NS(=O)(=O)c3cn(C)cn3)c2O[C@H]1CN(C)Cc1ccccc1	i
61	C[C@@H]1CCCCO[C@@H](CN(C)C(=O)CCCN(C)C)[C@H](C)CN([C@@H](C)CO)C(=O)c2cc(N(C)C)ccc2O1	i
62	C=CC[C@H](OC(=O)Nc1ccc(SC)cc1)c1ccc(OCCO)cc1	i
63	C[C@H]1CN([C@@H](C)CO)C(=O)Cc2cc(NC(=O)c3ccncc3)ccc2O[C@H]1CN(C)C(=O)Nc1ccccc1	i
64	C[C@H](CO)N1C[C@H](C)[C@H](CN(C)C(=O)Nc2cccc3ccccc23)OCCCC[C@H](C)Oc2ccc(NC(=O)c3ccncc3)cc2C1=O	i
65	O=C(CSc1nccc(=O)[nH]1)Nc1cccc(C(F)(F)F)c1	i
66	C[C@@H]1CN([C@@H](C)CO)C(=O)c2cc(NC(=O)Nc3ccc4c(c3)OCO4)ccc2O[C@H]1CN(C)Cc1ccc(C(F)(F)F)cc1	i
67	CCCc1c(-c2ccc(O)cc2)nn(-c2ccc(O)cc2)c1-c1ccc(O)cc1	i
68	C[C@H](CO)N1C[C@H](C)[C@H](CN(C)S(=O)(=O)c2ccc(Cl)cc2)Oc2c(NC(=O)NC3CCCCC3)cccc2C1=O	i
69	C[C@H]1CCCCO[C@@H](CN(C)Cc2ccccc2)[C@@H](C)CN([C@@H](C)CO)C(=O)c2cc(NS(=O)(=O)c3cccs3)ccc2O1	i
70	O=C(O)Cc1cc(I)c(Oc2ccc(O)c(I)c2)c(I)c1	i

From no. 61 up to 66, copied from above:
#	Molecule	NFkB binder
61	C[C@@H]1CCCCO[C@@H](CN(C)C(=O)CCCN(C)C)[C@H](C)CN([C@@H](C)CO)C(=O)c2cc(N(C)C)ccc2O1	i
62	C=CC[C@H](OC(=O)Nc1ccc(SC)cc1)c1ccc(OCCO)cc1	i
63	C[C@H]1CN([C@@H](C)CO)C(=O)Cc2cc(NC(=O)c3ccncc3)ccc2O[C@H]1CN(C)C(=O)Nc1ccccc1	i
64	C[C@H](CO)N1C[C@H](C)[C@H](CN(C)C(=O)Nc2cccc3ccccc23)OCCCC[C@H](C)Oc2ccc(NC(=O)c3ccncc3)cc2C1=O	i
65	O=C(CSc1nccc(=O)[nH]1)Nc1cccc(C(F)(F)F)c1	i
66	C[C@@H]1CN([C@@H](C)CO)C(=O)c2cc(NC(=O)Nc3ccc4c(c3)OCO4)ccc2O[C@H]1CN(C)Cc1ccc(C(F)(F)F)cc1	i

New compounds follow:
#	Molecule	NFkB binder
71	COc1ccc(/C=C/C(=O)O[C@H]2[C@@H]3C=CO[C@@H](O[C@@H]4O[C@H](CO)[C@@H](O)[C@H](O)[C@H]4O)[C@@H]3[C@@]3(CO)O[C@@H]23)cc1O	i
72	C[C@@H]1CN([C@H](C)CO)C(=O)Cc2cc(N(C)C)ccc2O[C@@H]1CN(C)Cc1ccccc1	i
73	C[C@@H]1CN([C@H](C)CO)C(=O)c2cc(NC(=O)CCCN(C)C)ccc2O[C@@H](C)CCCCO[C@H]1CN(C)S(=O)(=O)c1ccccc1	i
74	COc1c(C)c2c(c(O)c1C/C=C(/C)CCC(=O)O)C(=O)OC2	i
75	Cc1noc(C)c1NC(=O)N(C)C[C@H]1Oc2ccc(NC(=O)Nc3ccc(F)cc3)cc2CC(=O)N([C@H](C)CO)C[C@H]1C	i
76	CN(C)C(=O)CSc1nc2ccccc2c(=O)[nH]1	i
77	CC(C)NC(=O)N(C)C[C@H]1OCCCC[C@@H](C)Oc2ccc(NC(=O)Nc3ccc(C(F)(F)F)cc3)cc2C(=O)N([C@@H](C)CO)C[C@H]1C	+
78	COc1ccc(CN(C)C[C@H]2Oc3ccc(NC(=O)Nc4ccc5c(c4)OCO5)cc3C(=O)N([C@H](C)CO)C[C@@H]2C)cc1	i
79	COc1cccc(NC(=O)CC2C(=O)NC3CCCCC3N2C(=O)c2ccccc2)c1 (centres undefined)	i
80	CCCCC[C@H](O)/C=C/[C@@H]1[C@H]2C/C(=C/CCCC(=O)O)C[C@H]2C[C@H]1O	i
81	O=C(O)CCCc1c[nH]c2ccccc12	i
82	C[C@H](CO)N1C[C@H](C)[C@H](CN(C)S(=O)(=O)c2cccs2)Oc2c(NS(C)(=O)=O)cccc2C1=O	i
83	COc1ccccc1NC(=O)CSc1nc(-c2ccc(C)cc2)nc2c1COC(C)(C)C2	i
84	Cc1noc(C)c1NC(=O)N(C)C[C@H]1OCCCC[C@@H](C)Oc2ccc(NS(=O)(=O)c3c(C)noc3C)cc2C(=O)N([C@H](C)CO)C[C@@H]1C	i
85	C[C@H](CO)N1C[C@H](C)[C@H](CN(C)Cc2ccc(C(F)(F)F)cc2)Oc2c(NC(=O)Nc3ccc(F)cc3)cccc2C1=O	i

Source: PubChem BioAssay

The list is partial. The share of hits here may be higher or lower than overall.
